# Screening data as filed in PubChem BioAssay.
# EP2 antag – inhibitors of human EP2 prostaglandin E2 receptor; P43116; C6 glioma cells expressing human EP2, cAMP TR-FRET; cells stimulated with saturating PGE2; inhibition, % at 25 µM; hit rate 0.52% among 260,000; AID 1422;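 active means percent inhibition above 40 after rounding to a whole number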;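 further: rat C6 glioma host cells with rolipram phosphodiesterase inhibitor present; the protocol text gives 20 µM as final concentration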
# p47phox inh – blocks human p47phox regulatory protein of NADPH oxidases. P14598. p47phox/p22phox peptide binding, fluorescence polarization, 2 h. inhibition, % at 24.7 µM. hit rate 0.53% among 220,000. AID 1274;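 active means inhibition above about 30%, limit read from the data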;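 further: 0% = p47phox with labelled peptide and 100% = labelled peptide alone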
# TbHK1 inh – T. brucei hexokinase 1 inhibition; hit rate 0.11% among 220,000; recombinant TbHK1, G6PDH-coupled NADH A340; inhibition, % at 10 µM;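 active means inhibition of 50% or more in the single-dose primary screen; inactive means inhibition below 50%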
# Ba/F3 V617F tox – loss of viability in JAK2V617F-driven Ba/F3 cells | Ba/F3 EpoR-JAK2V617F viability, ATP luminescence | inhibition, % at 5.6 µM | hit rate 1.1% among 220,000;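 active means inhibition above the campaign mean plus 3 SD over all tested compounds, cut at about 24% in these data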;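 further: cytokine-independent growth of Ba/F3 cells driven by EpoR plus mutant JAK2; 0% = DMSO-treated cells and 100% = JAK inhibitor I control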
# p97 inhibitor – blocks human p97 ATPase activity | P55072 | recombinant p97 ATPase, Kinase-Glo ATP luminescence, 3 h | inhibition, % at 8 µM | hit rate 0.42% among 220,000; in the data active means inhibition above about 15%;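 further: 0% = DMSO vehicle and 100% = wells lacking enzyme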
# Target sequence (P55072 whole entry, looked up): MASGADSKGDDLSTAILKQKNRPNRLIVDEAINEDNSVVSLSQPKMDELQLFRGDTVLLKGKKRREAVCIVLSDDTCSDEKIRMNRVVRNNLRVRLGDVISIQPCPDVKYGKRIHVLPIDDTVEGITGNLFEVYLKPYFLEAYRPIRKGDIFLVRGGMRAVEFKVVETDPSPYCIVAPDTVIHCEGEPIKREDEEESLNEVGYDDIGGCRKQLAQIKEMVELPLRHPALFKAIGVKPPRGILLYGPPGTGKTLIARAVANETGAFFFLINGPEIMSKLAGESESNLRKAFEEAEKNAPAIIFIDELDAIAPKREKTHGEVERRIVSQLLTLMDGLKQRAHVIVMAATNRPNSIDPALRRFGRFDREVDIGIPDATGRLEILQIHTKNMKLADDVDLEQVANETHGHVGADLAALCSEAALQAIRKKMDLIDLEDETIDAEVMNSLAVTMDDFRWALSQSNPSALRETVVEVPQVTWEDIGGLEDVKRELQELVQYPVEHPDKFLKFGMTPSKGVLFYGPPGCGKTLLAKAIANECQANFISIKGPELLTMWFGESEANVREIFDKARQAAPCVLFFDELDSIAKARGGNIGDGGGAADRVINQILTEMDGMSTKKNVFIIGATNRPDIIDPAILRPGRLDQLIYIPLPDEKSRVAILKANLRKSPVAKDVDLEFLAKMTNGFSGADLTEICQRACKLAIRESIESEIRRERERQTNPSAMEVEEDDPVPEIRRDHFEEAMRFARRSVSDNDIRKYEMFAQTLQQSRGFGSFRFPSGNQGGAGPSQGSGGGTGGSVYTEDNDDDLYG
# PPC-1+TRAIL kill – kills PPC-1 cancer cells in the presence of TRAIL | PPC-1 cells + TRAIL, ATPLite viability luminescence | hit rate 0.41% among 220,000 | AID 1443 | cell killing (% activity), % at 4 µM;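 active means cell killing above 50% in the first pass at 4 µM, then a duplicate retest at 5 µM averaging 50% or more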;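 further: plate controls were cells with TRAIL plus DMSO for no effect and medium-only wells lacking cells for full effect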
# BaF3 parental – parental Ba/F3 viability inhibition as JAK2V617F counter-screen; inhibition, % at 5.6 µM; hit rate 1.1% among 220,000; CellTiter-Glo ATP luminescence;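 active means inhibition above a per-campaign cutoff, the mean inhibition of all tested compounds plus 3 SD, cut at about 27% in these data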;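 further: 0% = DMSO wells and 100% = JAK Inhibitor I control wells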
# Furin inh – inhibitors of human furin | P09958 | purified furin, fluorogenic substrate cleavage | inhibition, % at 30 µM | hit rate 0.061% among 220,000; in the data active means inhibition above about 25%; further: inactives centre near -15
# RBBP9 inhibitor – inhibitors of human serine hydrolase RBBP9; inhibition, % at 7.94 µM; hit rate 0.2% among 220,000; recombinant RBBP9, FP-Rh probe fluorescence polarization;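 active means inhibition above the campaign mean of all tested compounds plus 3 SD, cut at about 14% in these data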;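 further: plate controls were DMSO wells with RBBP9 for no effect and wells lacking RBBP9 protein for full effect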
# Target sequence (O75884 whole entry, looked up): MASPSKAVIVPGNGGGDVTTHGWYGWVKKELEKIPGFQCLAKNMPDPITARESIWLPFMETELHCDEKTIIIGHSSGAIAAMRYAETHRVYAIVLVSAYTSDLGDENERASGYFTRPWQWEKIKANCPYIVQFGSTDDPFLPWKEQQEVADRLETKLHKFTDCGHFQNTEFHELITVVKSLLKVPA
#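 Material: RBBP9 protein. Amount: RBBP9 at 2.5 µM in dispensed solution, before mixing. Schedule: 30 min then 45 min, 25 °C. Medium: Tris buffer pH 8.0, NaCl, Pluronic. Measured by: fluorescence polarization. Measure: percent inhibition from mP, scaled between DMSO and no-protein wells. Replication: one well per compound.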
# * marks the source's active call; other numbers are inactive results; nt = no result given; & = joins results of further samples; [ ] = remark or other dose.
# Sample of the layout, three compounds:
SMILES,EP2 antag,p47phox inh,TbHK1 inh,Ba/F3 V617F tox,p97 inhibitor,PPC-1+TRAIL kill,BaF3 parental,Furin inh,RBBP9 inhibitor
COc1ccc(C2=NN(C(N)=S)C(c3ccccc3)C2)cc1 (stereo not given),14.6,-4.8,-4.2,3.9,-0.4,-1.7,6.5,-3.4,-3.9
COc1ccc(C)cc1NCc1cccc(OC)c1OC,4.6,-9.8,-4.0,-0.4,5.3,-6.1,4.2,-12.9[20 µM],-0.3
O=C1NC2NC(=O)N(C(Cc3ccccc3)C(=O)O)C2N1 (stereo not given),2.3,-14.1,1.8,-2.5,0.7,8.4,3.4,-18.0,0.1

# Main list, from the start:
SMILES,EP2 antag,p47phox inh,TbHK1 inh,Ba/F3 V617F tox,p97 inhibitor,PPC-1+TRAIL kill,BaF3 parental,Furin inh,RBBP9 inhibitor
COc1ccc(C2=NN(C(N)=S)C(c3ccccc3)C2)cc1 (stereo not given),14.6,-4.8,-4.2,3.9,-0.4,-1.7,6.5,-3.4,-3.9
COc1ccc(C)cc1NCc1cccc(OC)c1OC,4.6,-9.8,-4.0,-0.4,5.3,-6.1,4.2,-12.9[20 µM],-0.3
O=C1NC2NC(=O)N(C(Cc3ccccc3)C(=O)O)C2N1 (stereo not given),2.3,-14.1,1.8,-2.5,0.7,8.4,3.4,-18.0,0.1
COc1cc(C(=O)NCc2nnc(SCC(=O)Nc3cc(C)on3)o2)cc(OC)c1OC,14.4,-4.2,-4.1,-0.4,2.1,12.3,8.9,-27.2,2.3
CCOc1ccc(-c2cc3nc(C4CCN(C(=O)OC(C)(C)C)CC4)c(C(=O)O)cn3n2)cc1,8.8,3.1,-4.5,3.6,3.2,16.4,6.9,-24.7,-16.0
C/C(=C\C(=O)c1ccc(Br)cc1)NCc1ccccc1,9.3,-12.8,-7.2,-0.2,-1.7,-5.1,2.5,-20.9[20 µM],-8.9
CC(Oc1cc(Cl)ccc1Cl)C(=O)N/N=C\c1ccnn1C (stereo not given),5.5,-0.9,1.7,0.9,-4.7,4.8,5.1,-4.5,-5.9
COCCNC(=O)C(c1cccnc1)N(Cc1ccc(C)cc1)C(=O)Cn1nnc2ccccc21 (stereo not given),4.9,-5.8,-7.3,-3.5,9.6,-18.7,2.5,-13.0,0.0
CCN(CC)c1c([N+](=O)[O-])c(=O)sc2ccccc12,7.9,-4.6,-0.8,-1.5,1.8,11.3,1.6,-19.6,1.5
N#C/C(=C/c1cc(Br)cs1)C(=O)NCC1CCCO1 (stereo not given),14.3,-4.7,-26.4,3.8,-1.0,5.1,4.0,-6.8,2.6
C=CCOc1ccc(C2NC(=S)NC(c3ccccc3)=C2C(C)=O)cc1OC (stereo not given),2.8,-7.0,-15.9,2.1,2.4,3.3,4.3,-13.5,-1.2
Cn1cc(C(=O)N/N=C/C(Br)=C/c2ccccc2)ccc1=O,3.5,-1.5,2.5,1.4,5.2,14.8,2.4,0.9,-4.3
COc1ccc(C)cc1NC(=O)C(=O)N1CCCC1,7.5,0.8,-10.3,-4.7,5.0,-1.2,-1.0,-16.9,-7.2
CCC(C)NC(=O)C1CN(S(=O)(=O)c2ccccc2)CCN1S(=O)(=O)c1ccccc1 (stereo not given),-2.8,14.2,-2.1,0.4,-0.5,6.2,0.8,-16.6,-2.5
CC(C)CN1C(=O)/C(=C/c2ccco2)NC1=S,8.4,-4.6,-3.1,-4.4,4.0,16.6,1.7,-11.7,-1.9
COCCCNC(=O)c1ccc(Cn2c(=O)c3ccccc3n(Cc3ccc(C)cc3)c2=O)cc1,6.0,-1.9,-5.1,-1.0,2.9,22.7,9.2,-11.0[20 µM],-1.6
CN(C)c1cc[n+](CCC(=O)Nc2cccc([N+](=O)[O-])c2N)cc1,2.1,-7.7,0.2,3.3,-2.8,7.2,3.0,-5.0,-6.1
Cc1ccc(C(=O)NC(=S)NCc2cccnc2)cc1,5.7,-8.4,8.3,5.4,0.5,-6.1,10.1,-8.5,1.6
CCC(=O)c1cc(F)c(N2CCN(C(=O)Cc3ccccc3)CC2)cc1C,11.3,-13.1,-7.3,-3.0,0.0,-0.5,4.5,-8.6[20 µM],0.3
Nc1c(C(=O)c2ccc(F)cc2)oc2ccccc12,10.3,-16.6,0.6,-2.9,-2.0,4.2,2.8,-30.9[20 µM],-0.2
CCn1c(CN2CCN(CCO)CC2)nc2ccccc21,5.1,-10.7,-2.0,-4.2,0.1,15.8,-2.1,-12.5,-1.6
O=C(CSc1nc2ccccc2o1)Nc1ccccc1N1CCOCC1,8.4,-47.5,-0.5,-1.4,-1.5,14.9,4.0,-8.2[20 µM],-9.8
CCC1=NN2C(=N)/C(=C\c3cccn3-c3ccc(C)c(C)c3)C(=O)N=C2S1,8.1,-30.7,-8.5,4.3,-0.7,-3.9,9.5,-25.4,-2.1
CN(C)/C=C/C(=O)c1cnc(-c2ccccn2)s1,2.5,-15.5,-8.7,-0.9,6.1,14.1,0.2,-9.4,-11.3
Cc1ccc2cccc(S(=O)(=O)n3nc(C)cc3C)c2n1,6.9,-5.3,-0.4,0.0,-2.6,-10.3,0.8,-17.2[20 µM],-3.1
O=[N+]([O-])c1cccc(Nc2c3ccccc3nc3ccccc23)c1,5.3,-1.7,2.1,-2.8,8.4,nt,2.1,-14.4,-1.9
Cc1nc2ccc3nc(NC(=O)C4COc5ccccc5O4)sc3c2s1 (stereo not given),nt,-15.5,-18.6,0.9,-2.8,16.4,3.6,-19.4,-4.2
O=C(O)Cn1cccc1C(=O)c1ccccc1,4.1,-11.2,-18.9,-0.8,8.1,nt,1.3,-20.8,-4.5
Cc1onc(-c2ccccc2)c1C(=O)NNC(=S)NC(=O)c1ccc(Br)cc1,8.6,-31.1,0.7,3.4,7.6,-9.3,10.0,-15.5,-14.6
Cc1ccccc1CSc1n[nH]c(NS(=O)(=O)c2ccccc2)n1,12.0,-8.3,-0.5,-0.7,-6.2,16.0,6.8,-17.8[20 µM],-6.8
CNC(=O)CSCc1c(F)cccc1Cl,8.0,5.4,3.7,0.7,-2.4,-3.9,3.0,-12.7[20 µM],2.7
Cn1c(=O)c2c(nc(NCc3ccc4c(c3)OCO4)n2C)n(C)c1=O,4.6,6.0,2.6,-0.4,4.9,-2.2,5.1,-12.4[20 µM],5.7
COc1ccc(C(=O)NCc2ccccn2)cc1[N+](=O)[O-],2.2,8.9,-3.3,-3.2,4.3,-3.8,-0.2,-2.0,-3.3
CCn1cc(/C=N/NC(=O)c2ccc(C#N)cc2F)c2ccccc21,10.9,-5.0,-42.3,-4.2,6.1,16.9,-1.8,-6.8[20 µM],5.9
CC(C)CC(=O)NC(=S)NCc1ccccc1,3.5,7.8,-3.4,2.1,-1.5,30.7,5.5,-9.6,-0.3
Cn1cccc1/C=N/NC(=O)C(O)c1ccccc1 (stereo not given),10.4,16.4,-40.8,-2.7,4.1,13.1,4.6,-12.3,-6.3
CCOc1cc(Cl)c(S(=O)(=O)NCc2ccccn2)cc1Cl,5.9&8.3,-0.8,-6.4,1.9,-5.4,21.5,4.0,-4.6[20 µM],-11.3
CN(C/C(O)=C(\C#N)c1ccccc1)C1CCCCC1,9.4,-8.6,5.7,4.1,-1.8,0.1,5.0,-3.6,1.6
O=C1CC(c2ccccc2F)c2cc3c(cc2N1)CCC3 (stereo not given),nt,-0.1,2.0,62.9*,-0.2,-19.5,77.0*,-12.9[20 µM],-2.3
COc1ccccc1N1CCN(C(CNC(=O)c2ccc3c(c2)OCO3)c2cccnc2)CC1 (stereo not given),12.3,-16.2,48.5,-4.9,3.2,14.0,6.7,-2.9,-1.7
NC(=O)C1CCN(C(=O)c2ccc(NC3=NC4CS(=O)(=O)CC4S3)cc2)CC1 (stereo not given),9.7,-5.5,-1.4,-1.9,-1.5,15.6,7.5,-29.2,-5.8
O=C(CSc1nc2c(cnn2-c2ccccc2)c(=O)[nH]1)N1CCOCC1,6.2,5.5,38.3,4.8,-0.6,21.1,9.4,-9.3,0.3
CN1CCN(C(=O)c2ccc3ccccc3c2)CC1,7.2,-8.7,3.7,-0.6,5.3,-22.6,4.5,-16.5,0.4
CC(C)(C)c1nc2sc3c(c2c(=O)o1)CCCC3,16.2,-11.9,-2.2,2.4,-4.5,-2.6,3.9,-0.7[20 µM],1.1
N#Cc1ccc(NC(=O)c2sc3cc(C(F)(F)F)cnc3c2-c2cccs2)cc1,37.5,-7.8,-0.3,-0.6,3.3,26.2,5.5,-25.7[20 µM],-4.2
COc1ccc(CCNC(=O)CSc2nc3c(c(=O)n(C)c(=O)n3C)n2C(C)C)cc1OC,10.3,1.2,-3.2,-0.2,0.7,8.6,3.8,-20.5,-8.4
Cc1cc(Sc2nccn2C)ncc1[N+](=O)[O-],1.1,-12.9,-9.0,-1.6,0.3,-3.3,4.7,-11.9,-4.9
CC(C)(C)NC(=O)c1cc(F)c(F)cc1Cl,11.3,-2.4,-6.5,-3.1,2.7,10.1,7.7,-21.2[20 µM],-1.6
CCOC(=O)C1C(c2cccc(F)c2)NC(=S)NC1(O)C(F)(F)F (stereo not given),8.3,-11.2,-7.3,3.0,-0.9,20.4,7.8,-14.7,0.7
Cc1ccc(NC(=O)c2cnc(N3CCN(c4ccccn4)CC3)c3ccccc23)c(Br)c1,5.3,-8.4,-7.6,3.8,-0.4,nt,8.0,-14.2,-9.9
CCCC(=O)n1nc(-c2ccc(C)cc2)nc1NCc1ccco1,7.3,1.6,-15.8,-0.7,-3.4,24.9,0.8,-7.9,16.5*
N#C/C(=C\c1ccc(N2CCOCC2)o1)C(=O)NCC1CCCO1 (stereo not given),9.9,-21.8,0.4,0.6,1.0,-3.5,5.3,6.5,-7.6
CCN(CC)c1ccc(/C=C(\C#N)C(=O)NCc2ccco2)cc1,6.3,-18.7,-5.3,2.8,-9.2,18.4,1.7,6.2,-12.9
CCOC(=O)N1CCN(C(=O)c2cc3sccc3n2C)CC1,8.8,-9.6,1.7,-2.2,2.7,-8.2,-1.5,-3.5,-6.0
CCCSc1nnc(NC(=O)Nc2ccc(F)cc2)s1,17.2,-14.6,-4.4,2.9,1.9,20.4,6.8,-16.1,-0.6
Cc1ccc2cc(CN(CCCN3CCOCC3)C(=O)NC3CCCCC3)c(=O)[nH]c2c1C,16.9,-4.8,-9.6,-1.7,4.4,nt,3.1,-26.9,5.0
COC(=O)c1ccc(NC(=O)C2CCCN(S(=O)(=O)c3cnc[nH]3)C2)cc1 (stereo not given),15.1,-12.0,-0.2,-0.3,3.6,28.1,8.9,-15.1,1.9
CSc1cnc2c(=O)n(C)c(=O)[nH]c2n1,3.2,-2.3,14.1,0.6,0.8,11.0,5.3,6.5,-13.5
CCOc1ccc(N2CC(C(=O)Nc3cc(C)on3)CC2=O)cc1 (stereo not given),9.0,-29.0,-1.7,1.2,-1.4,-2.8,3.8,-17.8,-7.7
Fc1ccccc1CSc1nnc(-c2cccs2)o1,3.9,12.1,1.5,-1.8,-3.4,-4.3,4.3,-6.1[20 µM],-6.6

# (more compounds)
SMILES,EP2 antag,p47phox inh,TbHK1 inh,Ba/F3 V617F tox,p97 inhibitor,PPC-1+TRAIL kill,BaF3 parental,Furin inh,RBBP9 inhibitor
Cc1ccc2nc(NS(C)(=O)=O)sc2c1,7.6,2.5,-2.4,1.4,3.8,0.9,6.9,-17.1,3.4
CCNCC(=O)Nc1ccc(N2CCOCC2)cc1,8.7,-0.8,-6.9,5.8,2.2,8.1,8.5,-12.3,0.5
Nc1cc(-c2ccccc2)ccc1O,2.9&6.3,-4.1&-16.5,-4.1&-1.6,-2.0&-2.8,9.7&8.3,19.7&30.2,3.6&-1.4,-30.2[20 µM],-2.4&-1.7
Cc1cccc(CCNC(=O)C2CCN(S(=O)(=O)c3c(C)nn(C)c3C)CC2)c1,10.7,-7.9,5.6,6.0,-4.7,-0.8,6.0,-0.5,-15.8

# An excerpt; rates above refer to the full screens.
